From PubChem BioAssay
SUMO1 PPI mod: SUMO1-SIM interaction modulation; P63165; SUMO1 binding to a labelled peptide, TR-FRET, 1 h; inhibition, % at 20 µM; hit rate 0.33% among 360,000; in the data active = inhibition above about 37%
CendR NRP1 mod: NRP-1/CendR interaction modulation. O14786. FAM-RPARPAR peptide binding to NRP-1, fluorescence polarization. inhibition, % at 25 µM. hit rate 0.85% among 360,000. AID 602438;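 active = inhibition or corrected inhibition above about 18%, plus a signal ratio from 0.5 to 1.5, limit read from the data, passing the limit was not always enough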; also: strong numbers were not always called active
LMPTP inh: blocks human LMPTP phosphatase; P24666; recombinant LMPTP-A, OMFP fluorogenic substrate, fluorescence intensity; inhibition, % at 20 µM; hit rate 0.22% among 360,000;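 active = compounds that cut the enzyme signal by at least half of the control window in the single-dose screen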;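 also: plate controls were DMSO wells with enzyme plus substrate for no effect and substrate without enzyme for full effect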
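Material: LMPTP-A; amount: 0.625 nM enzyme; doses: single 20 µM dose; times: reaction 50 min, room temperature, dark; technique: fluorescence intensity of OMFP turnover product; benchmarks: no-enzyme and uninhibited controls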
MsrA inhibitor: inhibitors of bovine MsrA. purified bovine MsrA, absorbance read-out. inhibition, % at 15.5 µM. hit rate 0.75% among 360,000; in the data active = inhibition above about 4.5%;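 also: 0% = vehicle wells with enzyme and 100% = reference inhibitor wells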
eLon inh: inhibits E. coli Lon protease; P0A9M0; purified E. coli Lon protease, fluorescence polarization; inhibition, % at 7.94 µM; hit rate 0.42% among 360,000; AID 602123; in the data active = inhibition above about 13%, passing the limit was not always enough;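 also: 0% = enzyme with probe and DMSO and 100% = no enzyme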
MsrA act: activators of bovine methionine sulfoxide reductase A; activation, % at 10.6 µM; purified bovine MsrA, absorbance read-out; hit rate 0.3% among 360,000; in the data active = activation above about 7.5%;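 also: 0% = vehicle and 100% = reference activator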
Scp1 inh: Scp-1 (human) phosphatase inhibition | Recombinant Scp1, phosphopeptide, malachite green phosphate absorbance | inhibition, % at 20 µM | hit rate 0.88% among 340,000 | AID 493091;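 active = inhibition above about 50% at 20 µM, limit read from the data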;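 also: plate controls were DMSO wells with enzyme for no effect and wells lacking enzyme for full effect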
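System: truncated SCP-1 phosphatase (76-261aa); medium: Tris acetate buffer pH 5.5 with MgCl2 and Tween-20; incubation: 45 min room-temperature reaction, 5 min colour, 30 min stabiliser; compound: single 20 µM dose, 1% DMSO; reagent: Phosphorylated 17-residue peptide substrate; read-out: % inhibition at 20 µM; technique: colorimetric free-phosphate detection, absorbance 630 nm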
DNMT1 inh: blocks human DNA methyltransferase DNMT1 | DNMT1 molecular beacon, Hinp1I cleavage, fluorescence | inhibition (reported as % activation of signal), % at 10 µM | P26358 | hit rate 0.83% among 360,000; in the data active = inhibition above about 50%
Target sequence (P26358 504-1616 limits assumed): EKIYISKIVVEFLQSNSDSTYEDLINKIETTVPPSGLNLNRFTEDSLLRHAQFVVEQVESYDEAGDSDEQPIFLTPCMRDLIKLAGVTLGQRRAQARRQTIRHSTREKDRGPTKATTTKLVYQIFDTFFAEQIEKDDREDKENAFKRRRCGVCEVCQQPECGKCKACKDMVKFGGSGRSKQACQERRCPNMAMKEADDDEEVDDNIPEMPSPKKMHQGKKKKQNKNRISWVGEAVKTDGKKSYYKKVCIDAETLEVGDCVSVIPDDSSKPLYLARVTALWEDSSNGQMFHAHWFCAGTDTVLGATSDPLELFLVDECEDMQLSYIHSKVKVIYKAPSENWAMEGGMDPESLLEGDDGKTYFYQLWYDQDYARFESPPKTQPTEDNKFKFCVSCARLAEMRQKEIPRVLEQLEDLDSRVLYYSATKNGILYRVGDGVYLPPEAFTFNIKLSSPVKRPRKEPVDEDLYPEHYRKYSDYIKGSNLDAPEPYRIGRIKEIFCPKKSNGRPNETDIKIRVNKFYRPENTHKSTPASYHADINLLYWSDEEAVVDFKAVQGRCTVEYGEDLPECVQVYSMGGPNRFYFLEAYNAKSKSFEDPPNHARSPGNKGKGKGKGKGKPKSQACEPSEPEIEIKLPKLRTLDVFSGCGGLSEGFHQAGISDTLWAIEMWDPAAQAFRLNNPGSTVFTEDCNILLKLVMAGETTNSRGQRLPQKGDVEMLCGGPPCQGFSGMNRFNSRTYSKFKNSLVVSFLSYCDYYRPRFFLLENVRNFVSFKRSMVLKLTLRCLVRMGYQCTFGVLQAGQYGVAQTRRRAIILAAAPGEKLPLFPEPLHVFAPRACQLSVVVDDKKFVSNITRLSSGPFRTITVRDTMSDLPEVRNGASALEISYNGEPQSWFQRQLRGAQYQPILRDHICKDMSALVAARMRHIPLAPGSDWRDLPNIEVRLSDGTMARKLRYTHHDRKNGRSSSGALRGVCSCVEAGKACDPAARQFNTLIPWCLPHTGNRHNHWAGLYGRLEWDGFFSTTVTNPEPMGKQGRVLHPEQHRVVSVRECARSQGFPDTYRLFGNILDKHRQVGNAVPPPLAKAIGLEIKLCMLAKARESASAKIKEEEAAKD
STEP inh: inhibitors of human striatal-enriched phosphatase STEP; AID 588621; hit rate 0.25% among 360,000; inhibition, % at 20 µM; P54829; recombinant STEP, OMFP fluorogenic substrate, fluorescence;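 active = inhibition at 20 µM, scaled per plate between control wells, above about 37%, limit read from the data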;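 also: 0% = DMSO with enzyme and substrate and 100% = substrate only without enzyme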
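Material: STEP (striatal-enriched tyrosine phosphatase) enzyme, cell-free | Medium: 50 mM Bis-Tris pH 6.0 with 2.5 mM DTT and 0.005% Tween 20 | Read-out: Percent inhibition scaled to no-enzyme and uninhibited-enzyme controls, plate-pattern corrected | Signal: Fluorescence read at 480 nm ex / 540 nm em | Times: 20 min reaction, room temperature, in the dark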
TbMetRS inhib: Trypanosoma brucei MetRS inhibition; purified T. brucei MetRS, ATP depletion, Kinase-Glo luminescence; inhibition, % at 11.9 µM; hit rate 0.4% among 360,000; AID 624268;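 active = inhibition above a per-plate cutoff of the control wells' mean inhibition plus 3 SD, cut at about 5.5% in these data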;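 also: 0% = DMSO wells median and 100% = median of wells with control inhibitor compound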
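Dosing: 11.9 µM single point; system: parasite MetRS enzyme; technique: luminescence of leftover ATP; times: 15 min enzyme-compound preincubation, 2 h reaction, 10 min detection, 25 °C; replicates: each compound tested once; read-out basis: percent inhibition relative to median high and low control wells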
Starred values were filed as active, the others as inactive; · = no result given.

Short forms – A = SUMO1 PPI mod; B = CendR NRP1 mod; C = LMPTP inh; D = MsrA inhibitor; E = eLon inh; F = MsrA act; G = Scp1 inh; H = DNMT1 inh; I = STEP inh; J = TbMetRS inhib
COc1cc(C(=O)Nc2nnc(-c3sccc3C)s2)cc(OC)c1OC
  A: 20	B: -13	C: 2.3	D: 2.2	E: 4	F: -2	G: -2	H: 2	I: 4	J: 0.2

CCCCN(CC)CCNC(=O)CN(C)S(=O)(=O)c1ccc2c(c1)c(=O)n(C)c(=O)n2C
  A: 1	B: -4	C: 0.0	D: -0.1	E: 2	F: -12	G: -1	H: 0	I: 2	J: -0.9

CCOCCCNC(=O)N[C@@H](C)C(=O)OC
  A: 0	B: -5	C: -1.1	D: 1.4	E: 10	F: -2	G: -1	H: -1	I: -1	J: 0.9

Cn1c(SCC(=O)N/N=C/c2cc([N+](=O)[O-])ccc2O)nnc1-c1ccccc1
  A: -20	B: -7	C: 1.5	D: -0.9	E: -1	F: -3	G: -25	H: 0	I: 4	J: -0.1

COC(=O)c1ccc(NC(=O)c2ccccc2N(C)S(C)(=O)=O)cc1
  A: -4	B: 4	C: -2.6	D: 2.6	E: 4	F: -9	G: -4	H: 3	I: 0	J: -1.0

COc1ccccc1Cn1c(=O)c2ccccc2n2c(SCC(=O)N3CCCCC3)nnc12
  A: 0	B: -8	C: -0.1	D: -0.8	E: -6	F: -3	G: -4	H: 14	I: 3	J: -0.5

CCOC(=O)C1CCN(C(=O)c2c(-c3c(Cl)cccc3Cl)noc2C)CC1
  A: 1	B: 0	C: 1.1	D: 1.2	E: -8	F: -10	G: 19	H: 0	I: -6	J: -1.8

COc1cccc(C(=O)OCC(=O)c2c[nH]c3ccccc23)c1OC
  A: -1	B: -7	C: 0.7	D: 0.7	E: 14	F: -8	G: -8	H: -10	I: -2	J: 0.5

O=C(Nc1cccnc1)C1CCC(CNS(=O)(=O)c2cccc3nsnc23)CC1 (centres undefined)
  A: -21	B: -2	C: 0.1	D: 0.7	E: -7	F: -2	G: -6	H: 0	I: -1	J: -0.1

CCC(CC)NC(=O)CSc1ccc(S(=O)(=O)N2CCCCC2)cn1
  A: -5	B: 5	C: -0.1	D: -0.2	E: 1	F: -9	G: 0	H: 2	I: 7	J: -0.6

COc1ccc(S(=O)(=O)N2N=C(c3cccc(NS(C)(=O)=O)c3)CC2c2ccco2)cc1 (centres undefined)
  A: -6	B: -32	C: 0.3	D: 1.4	E: 3	F: -1	G: -4	H: -9	I: 2	J: -0.4

CCCC(=O)Nc1ccc(C(=O)NNC(=O)c2cccc([N+](=O)[O-])c2)cc1
  A: -12	B: 1	C: 0.1	D: 0.3	E: -13	F: -6	G: 11	H: 1	I: 0	J: -0.6

CCOC(=O)[C@]12CCCC=C1N(Cc1ccccc1)C(=O)[C@H](CC(=O)N1CCN(C(=O)c3ccco3)CC1)C2
  A: 2	B: -10	C: -0.4	D: 0.4	E: ·	F: ·	G: ·	H: ·	I: ·	J: -0.2

Cc1ccccc1CNC(=O)CC1C(=O)NCCN1CC1CCCCC1 (centres undefined)
  A: -4	B: -7	C: -0.1	D: -0.2	E: 3	F: -1	G: -10	H: -4	I: -6	J: -0.3

CC1CN(c2nc(-c3ccccc3)nc3ccccc23)CC(C)O1 (centres undefined)
  A: 4	B: 3	C: 13	D: 0.8	E: -11	F: -8	G: 0	H: 5	I: -1	J: -1.1

O=C(NCCN1CCOCC1)c1ccc2c(c1)N(Cc1ccc(Cl)cc1)CCS2
  A: -2	B: -2	C: 0.6	D: -0.2	E: 2	F: -2	G: -4	H: -1	I: 9	J: -0.5

Cc1cc(N2C(=O)C(O)=C(C(=O)c3cccs3)C2c2ccccc2)no1 (centres undefined)
  A: -16	B: -1	C: -1.0	D: 2.2	E: -3	F: -7	G: 7	H: 2	I: 3	J: -1.1

COc1cc(CN2CCNC(=O)C2CC(=O)N(C)CCC2CCOCC2)cc(OC)c1 (centres undefined)
  A: -1	B: 0	C: -0.5	D: -0.6	E: -11	F: -7	G: 10	H: -2	I: 5	J: 0.1

O=C(CC1C(=O)OCC2CCCCN21)Nc1ccccc1C(F)(F)F (centres undefined)
  A: -6	B: 8	C: -0.5	D: 1.1	E: -2	F: -1	G: 2	H: -1	I: 1	J: 0.2

CCCN1C2CCCC1CC(NC(=O)c1cccc([N+](=O)[O-])c1)C2 (centres undefined)
  A: -26	B: 2	C: -2.2	D: -1.1	E: 4	F: -7	G: 3	H: 0	I: -3	J: -1.3

CCCn1nc(C(=O)OCC(=O)NC(C)c2ccccc2)c2ccccc2c1=O (centres undefined)
  A: -1	B: -4	C: -0.8	D: -0.4	E: 12	F: 0	G: 0	H: 4	I: -2	J: -0.5

COc1ccc(-c2csc(NC(=O)c3nc(-c4ccccc4)oc3C)n2)cc1
  A: -1	B: -16	C: 0.4	D: -0.1	E: -11	F: -8	G: 33	H: -4	I: 1	J: -1.7

COc1ccc(S(=O)(=O)N2CCC(C)CC2)cc1Br
  A: -3	B: 2	C: 2.1	D: -0.8	E: 9	F: -2	G: -4	H: -5	I: -1	J: -0.7

Cc1nc(S/C(=C/c2ccc(OCc3ccc(C(=O)O)cc3)cc2)C(=O)O)n[nH]1
  A: -8	B: -46	C: 4.2	D: 2.4	E: 7	F: -12	G: 15	H: 5	I: 6	J: -1.2

COc1c([N+](=O)[O-])c(=O)n(-c2ccccc2)c2ccccc12
  A: -1	B: -4	C: -1.1	D: 0.3	E: -5	F: -8	G: -9	H: 4	I: -2	J: -0.3

Profiles, quoted from the list.
`O=C(NCCN1CCOCC1)c1ccc2c(c1)N(Cc1ccc(Cl)cc1)CCS2` reads SUMO1 PPI mod: -2; CendR NRP1 mod: -2; LMPTP inh: 0.6; MsrA inhibitor: -0.2; eLon inh: 2; MsrA act: -2; Scp1 inh: -4; DNMT1 inh: -1; STEP inh: 9; TbMetRS inhib: -0.5
`COc1c([N+](=O)[O-])c(=O)n(-c2ccccc2)c2ccccc12` reads SUMO1 PPI mod: -1; CendR NRP1 mod: -4; LMPTP inh: -1.1; MsrA inhibitor: 0.3; eLon inh: -5; MsrA act: -8; Scp1 inh: -9; DNMT1 inh: 4; STEP inh: -2; TbMetRS inhib: -0.3

(cont.)
Short forms – A = SUMO1 PPI mod; B = CendR NRP1 mod; C = LMPTP inh; D = MsrA inhibitor; E = eLon inh; F = MsrA act; G = Scp1 inh; H = DNMT1 inh; I = STEP inh; J = TbMetRS inhib
Cc1ccnc(SCCn2c(N3CCCCC3)nc3c2c(=O)n(C)c(=O)n3C)n1
  A: 34	B: 3	C: 0.0	D: ·	E: 12	F: -3	G: -8	H: 2	I: -1	J: -0.4

NC(=O)NC(=O)C(Nc1ccc2c(c1)CCC2)c1ccccc1 (centres undefined)
  A: 2	B: 7	C: 3.3	D: 1.5	E: -2	F: -9	G: 4	H: 0	I: 1	J: -0.9

O=C(CSc1cn(CCNC(=O)c2ccccc2)c2ccccc12)NCc1ccco1
  A: 1	B: 1	C: 0.6	D: -0.2	E: -6	F: -7	G: -5	H: -14	I: 4	J: -1.5

C=CC[C@H](CC(=O)N(CCO)Cc1ccccc1)C(=O)N[C@H](COC(=O)[C@H](CC=C)CC(=O)OC(C)(C)C)Cc1c[nH]c2ccccc12
  A: -2	B: 6	C: 4.7	D: -0.8	E: -7	F: 1	G: -20	H: -23	I: -2	J: 0.4

COc1cccc(C(=O)NCCS(=O)(=O)NC(C)CCc2ccccc2)c1 (centres undefined)
  A: 2	B: 3	C: -0.9	D: 0.7	E: -4	F: -2	G: -2	H: -3	I: -2	J: -0.6

Clc1ccc(NC2=NCCCCC2)cc1
  A: 2	B: -17	C: -0.7	D: 1.7	E: 3	F: 0	G: 3	H: -1	I: -2	J: -0.3

COc1ccccc1C(=O)NNc1ncc(C)s1
  A: 2	B: 9	C: 0.1	D: 1.3	E: -6	F: -1	G: -7	H: -7	I: 4	J: -1.1

N#C/C(=C/c1cn(-c2ccccc2)nc1-c1cccc(OCc2ccccc2)c1)C(=O)NCCCn1ccnc1
  A: -2	B: -20	C: 3.1	D: 3.0	E: 2	F: -3	G: 3	H: -25	I: 2	J: 0.6

CC(=O)C1=C(C)Nc2ncnn2C1c1ccc(C)cc1 (centres undefined)
  A: -6	B: 4	C: -0.3	D: 0.8	E: -6	F: -3	G: 0	H: 2	I: -2	J: -0.8

COc1ccccc1C(=O)N1CCN(Cc2nc(CC3CC3)no2)CC1
  A: 11	B: -4	C: 0.5	D: -0.9	E: -1	F: -4	G: -2	H: 1	I: 1	J: 1.9

COC(=O)c1ccc(NC(=O)c2ccc3nc(C)sc3c2)cc1
  A: -18	B: 3	C: 0.5	D: 0.2	E: 2	F: -2	G: -6	H: 1	I: -2	J: -0.6

Cn1c(=O)c(=O)n(C)c2cc(S(=O)(=O)N3CCc4ccccc43)ccc21
  A: 4	B: -116	C: -0.2	D: 0.3	E: -4	F: 1	G: 0	H: 0	I: -2	J: -0.1

CC(=O)Oc1c(I)cc(I)cc1C(=O)Nc1ccc(Cl)cc1
  A: 0	B: 15	C: 4.8	D: 1.6	E: -8	F: -2	G: -7	H: 4	I: 7	J: 0.2

CCOC(=O)NC(=O)c1cn(Nc2ccccc2C(F)(F)F)c(=O)[nH]c1=O
  A: 2	B: -5	C: 0.3	D: -0.9	E: -1	F: -2	G: -11	H: 0	I: 0	J: -0.1

Brc1ccc(OCCN2CCOCC2)cc1
  A: 5	B: 7	C: -1.9	D: 0.2	E: 11	F: -1	G: -14	H: 2	I: 0	J: 0.2

CN(CCC#N)S(=O)(=O)c1cc2c3c(c1)CCN3C(=O)CC2
  A: 3	B: -11	C: -0.7	D: 0.0	E: -7	F: -4	G: -5	H: 5	I: 0	J: -0.5

CCOC(=O)c1cc(C)sc1/N=C/C1=C(O)CCCC1=O
  A: -10	B: -2	C: -0.1	D: 0.0	E: -7	F: -2	G: -1	H: -3	I: 0	J: -0.6

CCC/C(C#Cc1cc(OC)cc(OC)c1)=C1/c2ccccc2C(=O)N1c1ccccc1
  A: -2	B: 2	C: 0.3	D: -1.7	E: 7	F: -1	G: -7	H: -1	I: -2	J: -0.4

An excerpt from above with just MsrA inhibitor, SUMO1 PPI mod and MsrA act.
| canonical_smiles | MsrA inhibitor | SUMO1 PPI mod | MsrA act |
| --- | --- | --- | --- |
| O=C(NCCN1CCOCC1)c1ccc2c(c1)N(Cc1ccc(Cl)cc1)CCS2 | -0.2 | -2 | -2 |
| Brc1ccc(OCCN2CCOCC2)cc1 | 0.2 | 5 | -1 |
